NCI-60 one-dose screen, 48 h, at 10 µM unless noted. Numbers give growth in % (100 = growth as untreated, 0 = no growth, -100 = all killed).
HL-60(TB): HL-60(TB) leukemia cells | 78,000 tested, 9% active | AID 1794776; active = growth percent below 10
Starred values were filed as active, the others as inactive; & = joins results of further samples; [ ] = another dose, or the depositor's remark. Some of the compounds tested. The share of hits here may be higher or lower than overall.

Fc1ccc(-c2nc(-c3ccc(-c4nc5ccc(F)cc5[nH]4)cc3)no2)cc1
  HL-60(TB): 96.3
CCOC(=O)c1cc(N)nc2ccccc12
  HL-60(TB): 104.5
CCNCCNc1cc(-c2ccc(Cl)cc2)c(C#N)c2nc3ccccc3n12
  HL-60(TB): -60.4*
Cc1cc([N+](=O)[O-])c2nnnn2c1
  HL-60(TB): 64.6
Cc1cc(=O)[nH]c(NNC(=S)Nc2ccccc2)n1
  HL-60(TB): 99.9
CC(C)OC(=O)Nc1cccc(Cl)c1Cl
  HL-60(TB): 94.0
C[C@H]1[C@H]2[C@H]3CC[C@@H]4[C@@]5(C)C/C(=C/c6ccco6)C(=O)C(C)(C)[C@@H]5CC[C@@]4(C)[C@]3(C)CC[C@]23CO[C@]1(C)[C@@H](C(=O)/C=C\c1ccco1)C3
  HL-60(TB): 95.8
CC[C@H](C)[C@H](NC(=O)[C@H]1CCCCN1C)C(=O)N(C)[C@H](CCc1nc(C(=O)N[C@@H](Cc2ccccc2)C[C@H](C)C(=O)OC)cs1)C(C)C
  HL-60(TB): -21.2*
COc1ccc(-c2nnc(COc3ccc(NS(C)(=O)=O)cc3F)o2)cc1
  HL-60(TB): 111.4
OCCSCc1ccc(F)cc1
  HL-60(TB): 92.5

In another format: entries from further up
SMILES | HL-60(TB)
CCOC(=O)c1cc(N)nc2ccccc12 | 104.5
CCNCCNc1cc(-c2ccc(Cl)cc2)c(C#N)c2nc3ccccc3n12 | -60.4*
Cc1cc([N+](=O)[O-])c2nnnn2c1 | 64.6
Cc1cc(=O)[nH]c(NNC(=S)Nc2ccccc2)n1 | 99.9
CC(C)OC(=O)Nc1cccc(Cl)c1Cl | 94.0
C[C@H]1[C@H]2[C@H]3CC[C@@H]4[C@@]5(C)C/C(=C/c6ccco6)C(=O)C(C)(C)[C@@H]5CC[C@@]4(C)[C@]3(C)CC[C@]23CO[C@]1(C)[C@@H](C(=O)/C=C\c1ccco1)C3 | 95.8

(listing goes on)
Cc1nn(-c2ccccc2)c(-n2ccnc2)c1/C=N/Nc1nc(-c2ccc(F)cc2)cs1
  HL-60(TB): 94.4
CCN(CC)CCOc1nc2ccccc2c2c1-c1ccc(OC)cc1C2=O
  HL-60(TB): 9.1*
O=C(Nc1ccccc1)Sc1c(Cl)c(Cl)c(Cl)c(Cl)c1Cl
  HL-60(TB): 87.2
O=C(CN1CCN(C(=O)c2ccco2)CC1)Nc1ccc(Cl)cc1C(=O)c1ccccc1Cl
  HL-60(TB): 49.4
CC(=O)CC(=O)NCCN1CCN=C1C
  HL-60(TB): 83.0
COc1ccccc1C(O)(c1ccccc1)c1ccccc1OC
  HL-60(TB): 83.3
Fc1ccc2c(-c3cncn3CCc3ccccc3)c[nH]c2c1
  HL-60(TB): 85.8
COc1ccc(-c2csc(NC(=O)CSc3nc(C)cc(=O)[nH]3)n2)cc1
  HL-60(TB): 106.0
Cc1cc(C)c2c(c1)N(C)c1ncnc(N(C)C)c1CC2C (stereo not drawn)
  HL-60(TB): 112.4
O=C(CCN1C(=O)CCC1=O)Nc1ncc(Cc2cccc(Cl)c2)s1
  HL-60(TB): 100.8

NCCCCOc1ccccc1
  HL-60(TB): 72.0
CCCCCCCCSc1ncnc2nc[nH]c12
  HL-60(TB): 65.9
Nc1n[n+](-c2ccc(Cl)cc2)no1
  HL-60(TB): 55.6
COc1cc(C(=O)Nc2ccc(Cn3nnc4c(F)cccc43)cc2)cc(OC)c1OC
  HL-60(TB): 88.5
CC(=O)NC(C)(C)C(=O)N[C@@H](C)C(=O)NC(C)(C)C(=O)N[C@@H](C)C(=O)NC(C)(C)C(=O)N[C@@H](C)C(=O)N[C@@H](CCC(N)=O)C(=O)NC(C)(C)C(=O)N[C@H](C(=O)NC(C)(C)C(=O)NCC(=O)N[C@@H](CC(C)C)C(=O)NC(C)(C)C(=O)N1CCC[C@H]1C(=O)N[C@H](C(=O)NC(C)(C)C(=O)NC(C)(C)C(=O)N[C@@H](CCC(N)=O)C(=O)N[C@@H](CCC(N)=O)C(=O)N[C@H](CO)CC1CCCCC1)C(C)C)C(C)C
  HL-60(TB): 10.3[5 µM]
OCc1cccc2ccccc12
  HL-60(TB): 93.5
COc1cc(CCNc2nc3cc(N)cc(N)c3nc2-c2ccccc2)cc(OC)c1
  HL-60(TB): -66.1*
CCNS(=O)(=O)c1ccc(Cl)c(Cl)c1
  HL-60(TB): 96.4
Cc1ccc(S(N)(=O)=O)cc1Cl
  HL-60(TB): 79.8
Cn1cc2c(c1-c1ccccc1)CCc1cnc(N)nc1-2
  HL-60(TB): 81.4

O=[N+]([O-])c1ccc(NC(c2ccc(OC(F)F)c(OCC3CC3)c2)c2nnnn2C2CCCCC2)cc1 (stereo not drawn)
  HL-60(TB): 88.2
COc1cc(C2CC(c3cccc(Nc4ccncc4)c3)=NN2c2ccc(Cl)cc2)cc(OC)c1OC (stereo not drawn)
  HL-60(TB): -45.2*
O=C(O)C1(Br)CC12c1ccccc1-c1ccccc12 (stereo not drawn)
  HL-60(TB): 94.0
CCCSc1nc(N)nc2n[nH]nc12
  HL-60(TB): 106.7
CSc1nc(-c2ccco2)c2c(N)nn(S(=O)(=O)c3ccc(C)cc3)c2n1
  HL-60(TB): 94.8
O=C(NC(CCO)C(=O)O)c1ccccc1 (stereo not drawn)
  HL-60(TB): 97.6
CCN(CC)CCNc1ccc(CO)c2oc3cc(Cl)ccc3c(=O)c12
  HL-60(TB): 111.3
COc1cc(CCCO)cc2c1OCO2
  HL-60(TB): 99.6
COc1ccc(C(=O)c2sc3sc(C(=O)c4ccc(OC)cc4)c(N)c3c2N)cc1
  HL-60(TB): 128.8
CC(C)C(=O)c1ccco1
  HL-60(TB): 99.7

CCCCN1C(=O)C(O)(CC(=O)c2cc3ccccc3oc2=O)c2ccccc21 (stereo not drawn)
  HL-60(TB): 98.5
COc1ccccc1N1CCN(CCn2c(=O)c3c(c4ccccc4n3C)n(C)c2=O)CC1
  HL-60(TB): 108.9
Nc1ccc(Oc2ccccc2)cc1
  HL-60(TB): 32.2
CCOC(=O)C1=C(C)NC(C)=C(C(=O)OCC)C1c1ccccn1
  HL-60(TB): 94.8
CCOC(=O)C1=NN(c2ccccc2)C(=O)C1N=Nc1ccc(S(=O)(=O)Nc2onc(C)c2C)cc1 (stereo not drawn)
  HL-60(TB): 121.5
O=C(C(=C(c1ccccc1)c1ccccc1)c1ccccc1)c1ccccc1
  HL-60(TB): 61.0
OCCN(CCO)c1ccc(OCc2ccccc2)cc1
  HL-60(TB): 106.5
Fc1ccc(COc2ccc(Nc3ncnc4sc5c(c34)CCCC5)cc2)cc1
  HL-60(TB): 87.4
Fc1ccc(-c2cn3ccnc3c(-c3ccc(Cl)cc3)n2)cc1
  HL-60(TB): 104.6
Oc1c(I)cc(I)cc1CN(Cc1ccccn1)Cc1ccccn1
  HL-60(TB): 2.6*

COc1cc(-c2cc(C(=O)O)c3cc4ccccc4cc3n2)cc(OC)c1OC
  HL-60(TB): 99.7
COc1ccc(/C(=C\c2cc(OC)c(OC)c(OC)c2)C(=O)N2CCCCC2)cc1
  HL-60(TB): 95.4
COC(=O)NCn1c(=O)[nH]c2ccccc2c1=O
  HL-60(TB): 95.7
COc1ccc(OC)c(Nc2nc(SC(C)C)nc(-c3ccccc3)c2C#N)c1
  HL-60(TB): 109.8
C=CCCCCCCCCC(=O)OCc1ccc2c(c1)OCO2
  HL-60(TB): 97.5
NS(=O)(=O)c1cccc(Nc2nc(SCC(=O)c3ccccc3)nc3c2CCC3)c1
  HL-60(TB): 99.6
CC(=O)OCC1OC(OC2C(COC(C)=O)OC(OC(C)=O)C(OC(C)=O)C2OC(C)=O)C(OC(C)=O)C(OC(C)=O)C1OC(C)=O (stereo not drawn)
  HL-60(TB): 120.8&112.8&120.0&111.7
Nc1nc(-c2ccccc2)c(-c2ccccc2)s1
  HL-60(TB): 97.8
CCCCCCCC/C=C\CCCCCCCC(=O)Oc1c(Cl)cc(Cl)cc1[N+](=O)[O-]
  HL-60(TB): 118.0
Nc1nc2c(nc(N3CCCCC3)n2[C@@H]2O[C@H](CO)[C@@H](O)[C@H]2O)c(=O)[nH]1
  HL-60(TB): 104.1

CC1=C(C)C(=O)C(Nc2cccc(C(F)(F)F)c2)=C(Cl)C1=O
  HL-60(TB): 38.5
O=C1CCCC1[n+]1ccccc1 (stereo not drawn)
  HL-60(TB): 88.1
COc1cc(C2CC(c3ccc(Cl)cc3)=Nc3c(C)nn(-c4ccccc4)c3N2)ccc1Oc1ccnc2cc(Cl)ccc12 (stereo not drawn)
  HL-60(TB): 101.4
Clc1ccc2c(NCCCn3ccnc3)c3oc4ccc(Cl)cc4c3nc2c1
  HL-60(TB): 78.6
O=Cc1ccc(-c2ccc3c4c(cccc24)C(=O)N(N2C(=O)c4cccc5cccc(c45)C2=O)C3=O)cc1
  HL-60(TB): 101.4
O=C1c2cccc3cccc(c23)C(=O)N1N1C(=O)c2cccc3c(-c4ccccc4F)ccc(c23)C1=O
  HL-60(TB): 106.4
CC1(C)CC[C@]2(C(=O)O)CC[C@]3(C)[C@H](CC[C@@H]4[C@@]5(C)CCC(=O)NC(C)(C)[C@@H]5CC[C@]43C)[C@H]2[C@H]1OC(=O)C(F)(F)F
  HL-60(TB): 97.0
Nc1nnc2cc(Br)ccc2n1
  HL-60(TB): 140.0
C=C(CN1CC=CCC1)[C@@H]1CC[C@]2(COC(C)=O)CC[C@]3(C)[C@H](CC[C@@H]4[C@@]5(C)CC[C@H](OC(C)=O)C(C)(C)[C@@H]5CC[C@]43C)[C@@H]12
  HL-60(TB): 99.9
O=C(O)Cc1ccc(F)cc1
  HL-60(TB): 85.2

NCCC(=O)N(Cc1ccccc1)C(N)=O
  HL-60(TB): 54.4
Nc1nc2ccc(Br)cc2s1
  HL-60(TB): 65.1
S=c1cnc2ccccc2[nH]1
  HL-60(TB): 86.4
Cc1ccccc1NC(=S)Nc1ccccn1
  HL-60(TB): 72.7
COC(=O)c1ccc(N)c2c(N)ccc(C(=O)OC)c12
  HL-60(TB): 108.2
Cc1ccc(-c2cn(CC(=O)Nc3nc4ccccc4s3)nn2)cc1
  HL-60(TB): 98.5
CCCCCCNC(=O)Oc1ccc(/C(=C(/C)Cc2ccc(OC)cc2)c2ccc(OCCN3CCCCC3)cc2)cc1
  HL-60(TB): 57.9
CCN(CC)c1ccc2cc(C(=O)c3cccs3)c(=O)oc2c1
  HL-60(TB): 55.5
COc1ccc(C/C(C)=C(\c2ccc(OCCCN(C)C)cc2)c2ccc(OC(=O)c3ccccc3)cc2)cc1
  HL-60(TB): 77.7
CC(=O)C(=O)NCCCCC(=O)Nc1ccccc1
  HL-60(TB): 104.3

Random excerpt: 6 records from the list, in no set order.
S=c1cnc2ccccc2[nH]1
  HL-60(TB): 86.4
COC(=O)c1ccc(N)c2c(N)ccc(C(=O)OC)c12
  HL-60(TB): 108.2
NCCC(=O)N(Cc1ccccc1)C(N)=O
  HL-60(TB): 54.4
Cc1ccccc1NC(=S)Nc1ccccn1
  HL-60(TB): 72.7
Nc1nc2ccc(Br)cc2s1
  HL-60(TB): 65.1
CCN(CC)c1ccc2cc(C(=O)c3cccs3)c(=O)oc2c1
  HL-60(TB): 55.5

Next section
OCCN1CCN(c2cc(-c3cccc(OC(F)(F)F)c3)nc3ccc(N4CCCC4)cc23)CC1
  HL-60(TB): 62.8
CC(=O)C1C(=O)N(C)C(=O)N(C)C1=O
  HL-60(TB): 104.3
COc1ccc(/C=C2\N=C(Nc3ccccc3)N(/N=C/C(O)C(O)C(O)C(O)CO)C2=O)cc1 (stereo not drawn)
  HL-60(TB): 91.6
NC(=O)N/N=C1/CCN2CCCc3cccc1c32
  HL-60(TB): 89.9
CC(C)(O)CNC(=O)c1cccc([N+](=O)[O-])c1
  HL-60(TB): 97.4
CCOC(=O)CCc1nc2sc3c(c2c(=O)[nH]1)CCCC3
  HL-60(TB): 76.0
CC(=O)c1cccc(Nc2ncnc3ccc(NC(=O)c4ccccc4)cc23)c1
  HL-60(TB): 96.0
C=CC(C)(C)[C@@]12Nc3c(ccc4c3C=CC(C)(C)O4)[C@]1(O)C[C@H]1C(=O)N3CCC[C@@]3(O)C(=O)N12
  HL-60(TB): 99.5
CNC1Cc2cc3c(cc2C1)OCO3
  HL-60(TB): 95.5
O=[N+]([O-])c1cc(Br)c2cccc3c2c1CC3
  HL-60(TB): 94.4

Some of these compounds in order of molecular weight, largest number first.
OCCN1CCN(c2cc(-c3cccc(OC(F)(F)F)c3)nc3ccc(N4CCCC4)cc23)CC1
  HL-60(TB): 62.8
COc1ccc(/C=C2\N=C(Nc3ccccc3)N(/N=C/C(O)C(O)C(O)C(O)CO)C2=O)cc1 (stereo not drawn)
  HL-60(TB): 91.6
CCOC(=O)CCc1nc2sc3c(c2c(=O)[nH]1)CCCC3
  HL-60(TB): 76.0
O=[N+]([O-])c1cc(Br)c2cccc3c2c1CC3
  HL-60(TB): 94.4
CC(C)(O)CNC(=O)c1cccc([N+](=O)[O-])c1
  HL-60(TB): 97.4
CNC1Cc2cc3c(cc2C1)OCO3
  HL-60(TB): 95.5

Later entries:
CC(=O)OCC(OC(C)=O)C(OC(C)=O)C(CNc1cc(C)c(C)cc1N=Nc1ccc([N+](=O)[O-])cc1)OC(C)=O (stereo not drawn)
  HL-60(TB): 73.3
c1c[nH]c(CNC2CCCCC2)c1
  HL-60(TB): 262.5
CCCCCc1[nH]c(=O)[nH]c(=O)c1Br
  HL-60(TB): 97.9
COc1ccc2cc(C3=NN(C(N)=S)[C@@H](c4ccccc4)C3)ccc2c1
  HL-60(TB): 109.0
CC(=O)c1cc2c(C)nn(-c3ccccc3)c2nc1C
  HL-60(TB): 109.5
CN=C(N)N/N=C(\c1ccccc1)c1ccc(Br)cc1
  HL-60(TB): -52.5*
CN(Cc1ccccc1)c1nc(Cl)c(C2CC(c3ccc(Br)cc3)=NN2c2ccccc2)s1 (stereo not drawn)
  HL-60(TB): 105.2
COc1ccc(C(=O)/C=C/c2ccc(N3CCN(C)CC3)cc2)cc1OC
  HL-60(TB): 78.0
COc1ccc(Cn2cc(C(=O)N=Nc3c(O)[nH]c4ccc(F)cc34)nn2)cc1
  HL-60(TB): 100.7
CC(C)CCN(CCC(C)C)CC(=O)Nc1ccc(S(=O)(=O)c2ccc(NC(=O)CN(CCC(C)C)CCC(C)C)cc2)cc1
  HL-60(TB): 19.1
